# LEDGF integ inh: blockers of LEDGF/p75-dependent integrase strand transfer – biochemical, TR-FRET, high throughput, primary screen; TR-FRET IN-LEDGF/p75 DNA integration, Eu/Cy5; inhibition, % at 3.7 µM; 370,000 tested, 0.64% active; AID 743269, 2014;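 active = inhibition above the screen-wide mean plus 3 SD, cut at about 13% in these data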;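 also: signal is the Cy5 over europium emission ratio at 671 and 618 nm; 0% = plate median of compound wells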
# Tn7 DDE FP: inhibitors of Tn7 peptide binding to fibrin DD(E), primary screen, biochemical, fluorescence polarization, human fibrin, Tn7 probe | Fibrinogen beta chain (Homo sapiens), P02675 | FP displacement of FITC-Tn7 peptide from fibrin DD(E); 0% = median of compound wells per plate | inhibition, % at 8.3 µM | 370,000 tested, 0.13% active;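 active = inhibition above the mean of compounds falling within the control limits plus 3 SD of them, cut at about 14% in these data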;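 also: 0% = plate median of compound wells and 100% = 10 µM Aha-Tn7 peptide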
#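 Assay system: Human clot-derived fibrin DD(E) complex | Buffer or medium: Tris/NaCl/CaCl2 buffer, pH 7.8 | Repeats: One replicate per compound | Benchmarks: Aha-Tn7 high control | Measure: % inhibition scaled between sample-field median and high-control FP | Schedule: 10 min plus 3 h, room temperature | Signal: Fluorescence polarization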
# PG9 binder: binders of HIV-1 gp120 antibody PG9, primary screen, biochemical, TR-FRET | AID 624416, 2012 | 360,000 tested, 0.43% active | inhibition, % at 6.7 µM | TR-FRET gp120-PG9 antibody binding | HIV-1 gp120 / PG9 antibody interaction; in the data active = inhibition above about 8.5%
# SIAE primary: human SIAE inhibitors, primary screen, biochemical, fluorescence polarization, FP-Rh probe, 1536-well HTS. SIAE FP-Rh probe binding. inhibition, % at 9.66 µM. 370,000 tested, 0.69% active. AID 1053197, 2014;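 active = inhibition above a cutoff: mean of compounds within the control limits plus 3 SD of those, cut at about 17% in these data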;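 also: 0% = plate median of compound wells and 100% = probe without SIAE protein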
# PRMT1 FP inh: PRMT1 methyltransferase inhibitors, primary screen, biochemical, fluorescence polarization; inhibition, % at 2.79 µM; recombinant PRMT1, activity-based probe fluorescence polarization; 370,000 tested, 1.3% active; Protein arginine N-methyltransferase 1 (Homo sapiens), Q99873;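 active = inhibition above about 21% made by adding two undisclosed values, limit read from the data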
# TCR-CD3 inh: inhibitors of human TCR-CD3 interaction, primary screen, biochemical, fluorescence, TAMRA-labeled TCR probe | AID 651800, 2012 | inhibition, % at 9.4 µM | T-cell receptor (TCR) | 360,000 tested, 0.37% active; in the data active = inhibition above about 19%;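 also: recombinant mutant TCR 2C K166C tagged with TAMRA read by polarization; 0% = receptor in buffer alone and 100% = receptor with positive control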
# TDP2 inh: human TDP2 enzyme inhibitors, primary screen, biochemical, epi absorbance, recombinant enzyme; AID 720702, 2013; T5PNP hydrolysis, p-nitrophenol absorbance 415 nm; inhibition, % at 12.8 µM; Tyrosyl-DNA phosphodiesterase 2 (Homo sapiens), O95551; 370,000 tested, 0.34% active;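 active = inhibition above the mean of all tested compounds plus 3 SD, set per campaign, cut at about 25% in these data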;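 also: 0% = DMSO with enzyme and 100% = buffer with substrate but no TDP2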
#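 Test system: human TDP2 enzyme; Input: 120 nM TDP2 per well; Buffer or medium: Mg2+-containing Tris-HCl buffer, pH 7.5; Reagent: 5 mM T5PNP; Dosing: 12.8 µM single point, 1% DMSO; Incubation: reaction 2 h, 37 °C; Detection: p-Nitrophenol epi absorbance; Read-out: % inhibition relative to enzyme-containing and enzyme-free wells; Replicates: single well per compound.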
# UHRF1 binding: UHRF1 methylated DNA binding inhibitors, primary screen, counter-screen for MBD2 inhibitor project, biochemical, TR-FRET, human UHRF1, single concentration | UHRF1 binding to methylated oligo | E3 ubiquitin-protein ligase UHRF1 (Homo sapiens), Q96T88 | 370,000 tested, 0.75% active | inhibition, % at 4.4 µM; in the data active = inhibition above about 21%;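 also: UHRF1 SRA domain binding a hemimethylated CpG hairpin DNA probe; 0% = median of test compound wells and 100% = reference inhibitor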
# Target sequence (Q96T88 whole entry, looked up, the tested form may be a part): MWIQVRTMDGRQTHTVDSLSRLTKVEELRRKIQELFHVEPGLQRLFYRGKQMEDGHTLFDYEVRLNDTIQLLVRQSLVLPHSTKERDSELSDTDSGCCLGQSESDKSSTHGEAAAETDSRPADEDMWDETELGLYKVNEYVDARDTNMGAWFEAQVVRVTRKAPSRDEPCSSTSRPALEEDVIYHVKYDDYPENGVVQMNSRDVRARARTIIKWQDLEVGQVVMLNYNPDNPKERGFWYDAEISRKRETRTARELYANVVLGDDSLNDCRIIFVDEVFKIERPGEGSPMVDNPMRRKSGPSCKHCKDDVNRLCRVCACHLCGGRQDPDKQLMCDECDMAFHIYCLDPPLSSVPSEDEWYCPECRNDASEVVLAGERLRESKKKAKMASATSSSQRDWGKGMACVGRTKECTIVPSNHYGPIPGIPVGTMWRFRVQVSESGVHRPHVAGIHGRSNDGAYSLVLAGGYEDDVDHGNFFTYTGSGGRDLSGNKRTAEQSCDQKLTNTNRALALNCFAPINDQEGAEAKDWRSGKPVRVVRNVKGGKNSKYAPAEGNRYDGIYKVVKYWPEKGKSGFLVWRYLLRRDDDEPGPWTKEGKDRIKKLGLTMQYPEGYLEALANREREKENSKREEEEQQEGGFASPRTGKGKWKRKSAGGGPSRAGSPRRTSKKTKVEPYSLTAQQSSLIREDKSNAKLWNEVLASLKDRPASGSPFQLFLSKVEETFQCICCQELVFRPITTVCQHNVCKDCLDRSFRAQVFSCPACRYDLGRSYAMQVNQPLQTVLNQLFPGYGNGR
# mABHD4 FP: ABHD4 inhibitors, primary screen, biochemical, fluorescence polarization, mouse; inhibition, % at 8.92 µM; purified mABHD4, FP-Rh probe fluorescence polarization; 370,000 tested, 0.54% active;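 active = inhibition exceeding the mean over every tested compound plus 3 SD, cut at about 30% in these data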;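 also: 0% = plate median of compound wells and 100% = S159A mutant with DMSO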
#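 Test system: mABHD4 protein | Buffer or medium: HEPES pH 7.0 buffer, 150 mM NaCl, 0.01% Pluronic F-127 | Probe or stimulus: FP-Rh fluorescent activity-based probe, added after compound pre-incubation | Timing: Pre-incubation 45 min, probe exposure 60 min, at 25 °C | Technique: Fluorescence polarization, excitation 525 nm, emission 598 nm, BODIPY TMR filters | Repeats: Single well per compound (singlicate)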
# HTRA1 inhibitor: HTRA1 serine protease inhibitors, primary screen, biochemical, fluorescence polarization, HTS; Q92743; recombinant HTRA1, FP-rhodamine activity-based probe; inhibition, % at 5.96 µM; 340,000 tested, 0.5% active; AID 504803, 2011; in the data active = inhibition above about 36%;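 also: 0% = enzyme with DMSO and 100% = wells lacking enzyme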
# * = called active by the depositor; i = inactive; nt = not tested or not shown; & = joins results of further samples.
SMILES,LEDGF integ inh,Tn7 DDE FP,PG9 binder,SIAE primary,PRMT1 FP inh,TCR-CD3 inh,TDP2 inh,UHRF1 binding,mABHD4 FP,HTRA1 inhibitor
CC(O)c1cccc(NC(=O)Nc2cccc(NC(=O)Nc3cccc(C(C)O)c3)c2)c1 (centres undefined),-1,-4,-1.2,0,2,-7,18,-1,-9,-12
CCN1CCN(C2=C(NS(=O)(=O)c3ccc(NC(C)=O)cc3)C(=O)c3ccccc3C2=O)CC1,1,2,-16,-1,8,3,20,-8,4,3
O=C(CNS(=O)(=O)c1cccc2ccccc12)N1CCN(c2ncccn2)CC1,3,3,nt,2,-1,nt,-1,-1,-4,nt
O=C(NC(=S)NNC(=O)c1ccccc1F)c1cccnc1,-5,-3,-1.0,-1,6,18,1,2,10,nt
CCOC(=O)[C@H]1[C@H]2COc3ccc(OC)cc3[C@@H]2N2C(=O)c3ccc(F)cc3NC(=O)[C@@]12C,-1,-3,-2.5,-1,0,7,5,0,0,1
O=C1CCC(C(=O)OCC(=O)C23CC4CC(CC(C4)C2)C3)N1 (centres undefined),0,-3,-0.3,-3,0,-4,1,7,-2,4
COc1ccccc1C(=O)NNC(=S)NC(=O)c1cc(OC)c(OC)c(OC)c1,-3,2,-1.8,1,-4,19*,7,-1,2,0
CC1(C)Cc2c(sc3c2c(=O)n(-c2ccc(Cl)cc2)c(=O)n3CC(N)=O)CO1,-3,-5,0.3,-6,6,-8,2,9,-11,13
N#CCc1ccc(NC(=O)c2cc(S(=O)(=O)N3CCOCC3)ccc2Cl)cc1,3,2,-1.6,6,-1,2,-2,-3,-4,-5
Cc1ccc(-c2nc3ncccc3o2)cc1N,0,-2,-1.5,4,-1,7,11,-5,1,-8
OCCN(CCO)c1nc2ccccc2[nH]1,-3,-6,0.5,8,3,-5,-8,3,5,2
Nc1cccc2c(=O)[nH][nH]c(=O)c12,i,-14,-2.8,1,0,5,-4,-1,8,2
C=CCn1c(SCC(=O)c2ccc(CNC(C)=O)o2)nc2scc(C3CC3)c2c1=O,4,4,-4.1,0,7,6,0,4,-1,-1
C=C(Br)CN1CCN(CC(=C)Br)CC1,-4,-3,-2.1,8,-1,4,-10,-2,-2,-5
NC(=O)c1cc(S(=O)(=O)N2CCN(c3ccc([N+](=O)[O-])cc3)CC2)cs1,-5,-1,-3.0,0,1,7,-9,-1,-1,-3
Cc1ccc(NC(=O)CN2CCCCC2)c2c1CC(C)(C)O2,-2,9,2.6,3,1,6,6,1,2,-5
c1cncc(CNc2ccnc(-c3ccc4c(c3)OCO4)n2)c1,3,-1,nt,0,-4,nt,7,-3,3,nt
O=C1C(Cc2ccccc2)Nc2ncnc(N3CCN(c4ccccc4)CC3)c2N1Cc1ccc(Br)cc1 (centres undefined),-3,-8,-2.9,-2,-2,5,9,-8,2,-14
CCN(CC)C(=O)c1csc(Nc2ccc(C)cc2)n1,0,6,0.6,5,4,-4,-5,4,2,-2
CC1CCC2(CC1)NC(=O)N(NC(=O)CCc1c[nH]c3ccccc13)C2=O (centres undefined),-6,11,1.8,0,2,-4,-5,6,0,-3
Cc1nccc(-c2cc(-c3ccc(Cl)cc3Cl)no2)n1,2,-3,-1.6,-3,-4,-4,-4,-2,-3,10
CCN(C1CCCCC1)S(=O)(=O)CCNC(=O)c1ccc2c(c1)OCO2,-3,-2,0.9,8,-4,-4,-15,0,0,4
Cc1cc(C)c2c(=O)cc(C(F)(F)F)oc2n1,-3,-5,-0.8,5,-5,4,-12,7,-1,-5
CCn1c(=O)c2sccc2n(Cc2cccc(C)c2)c1=O,3,-8,-0.6,-1,-2,-6,5,4,-7,2
Cc1ccc(S(=O)(=O)NC2CCCC2)cc1C,-1,1,1.8,2,2,-4,-1,0,1,-4
CC1CN(C(=O)CCC(=O)NCc2ccccn2)c2ccccc2O1 (centres undefined),0,2,1.8,-2,-2,7,-6,-1,0,-3
COc1cc(/C=N/NC(=O)c2ccc(Cl)cc2)ccc1OCC(=O)N1CC(C)OC(C)C1 (centres undefined),3,5,-2.6,2,-3,6,2,-3,2,-3
O=C(CO/N=C/c1ccccc1)N1c2ccccc2Oc2ccccc21,0,-3,-0.5,-1,-2,5,-4,-2,-11,-23
CCC(C)(C)c1ccc(OCCCC[n+]2ccccc2)c(C(C)(C)CC)c1,0,-2,-0.2,2,-5,4,-9,-3,22,20
COc1cnc(-c2cccc(C(F)(F)F)c2)[nH]c1=O,1,-2,-2.5,-5,1,4,8,-1,3,0
CC(=O)Oc1ccc2cc(-c3nc4ccccc4n3C)c(=O)oc2c1,-3,-5,2.9,-1,4,0,-14,1,8,1
CCCCCNC(=O)Cn1c(=O)c2c(ncn2CC(C)C)n(Cc2ccccc2)c1=O,-3,1,-1.2,-7,4,-2,7,-1,-1,-2
CCCC[C@H]1COCCS(=O)(=O)N1Cc1cccc(F)c1,1,14,1.1,3,3,-3,0,0,1,-14
Nc1ncnc2nn(C3OC(CO)C(O)C3O)nc12 (centres undefined),1,-6,0.1,4,-4,7,2,3,11,-2
Cc1cccc(NS(=O)(=O)c2ccc3c(c2)CCC(=O)N3)c1,4&0,4&2,-3.5&-1.9,7&4,3&0,-1&0,6&12,0&-2,-5&3,-5
CCN(CCCNC(=O)COc1cc(=O)n(CC)c2ccccc12)Cc1ccccc1,-1,-7,-2.1,-1,-3,9,-1,-2,-4,-1
O=c1c(-c2ccccc2)nc2ccccc2n1C(c1ccccc1)c1nc2ccccc2[nH]1 (centres undefined),4,4,0.1,-1,-8,0,1,-3,-17,nt
NC(=O)CCC(NC(=S)Nc1ccccc1)C(=O)O (centres undefined),-2,3,0.8,-3,11,18,12,0,-5,8
O=C(CN1C(=O)S/C(=C\c2cccc(Cl)c2)C1=O)NCCCn1ccnc1,1,-7,-2.2,15,13,8,14,-12,17,5
Cc1csc(NC(=O)CCc2ccc(S(=O)(=O)N3CCOCC3)cc2)n1,2,7,-0.2,-1,-3,2,2,3,-1,-8
COc1ccc(CCNC(C)C(=O)Nc2ccc(S(N)(=O)=O)cc2)cc1 (centres undefined),-5,-6,-0.9,3,2,2,-7,0,-3,-2
CCCCSc1nc2c(c(=O)n1CC)SC(C)C2 (centres undefined),3,3,1.9,3,-2,-11,-1,4,-3,-5
O=CN(c1ccccc1)c1ccc2ccccc2c1,0,3,-0.1,-1,4,-3,-3,-2,-2,1
NC(COCc1ccccc1)c1csc(Nc2ncccn2)n1 (centres undefined),1,4,-2.2,0,-3,-4,3,-2,4,nt
Cc1ccoc1C(=O)NCCCNC(=O)c1occc1C,1,3,-0.2,-2,3,9,23,-3,-2,10
O=C(CNC(=O)c1ccccc1F)N/N=C/c1cc(Br)ccc1OC(=O)/C=C/c1ccco1,1,-6,-1.6,-30,2,8,-8,-1,-11,7
Cn1c(CC(=O)Nc2ccccc2C(F)(F)F)c(Sc2ccccc2)c2ccccc21,-1,-3,0.3,1,-2,4,-7,5,-2,-3
O=Cc1ccc2noc(-c3ccc(Cl)cc3)c2c1,-1,0,-1.8,0,1,-2,-16,-2,-6,-49

# 11 consecutive compounds out of the list so far:
SMILES,LEDGF integ inh,Tn7 DDE FP,PG9 binder,SIAE primary,PRMT1 FP inh,TCR-CD3 inh,TDP2 inh,UHRF1 binding,mABHD4 FP,HTRA1 inhibitor
NC(=O)CCC(NC(=S)Nc1ccccc1)C(=O)O (centres undefined),-2,3,0.8,-3,11,18,12,0,-5,8
O=C(CN1C(=O)S/C(=C\c2cccc(Cl)c2)C1=O)NCCCn1ccnc1,1,-7,-2.2,15,13,8,14,-12,17,5
Cc1csc(NC(=O)CCc2ccc(S(=O)(=O)N3CCOCC3)cc2)n1,2,7,-0.2,-1,-3,2,2,3,-1,-8
COc1ccc(CCNC(C)C(=O)Nc2ccc(S(N)(=O)=O)cc2)cc1 (centres undefined),-5,-6,-0.9,3,2,2,-7,0,-3,-2
CCCCSc1nc2c(c(=O)n1CC)SC(C)C2 (centres undefined),3,3,1.9,3,-2,-11,-1,4,-3,-5
O=CN(c1ccccc1)c1ccc2ccccc2c1,0,3,-0.1,-1,4,-3,-3,-2,-2,1
NC(COCc1ccccc1)c1csc(Nc2ncccn2)n1 (centres undefined),1,4,-2.2,0,-3,-4,3,-2,4,nt
Cc1ccoc1C(=O)NCCCNC(=O)c1occc1C,1,3,-0.2,-2,3,9,23,-3,-2,10
O=C(CNC(=O)c1ccccc1F)N/N=C/c1cc(Br)ccc1OC(=O)/C=C/c1ccco1,1,-6,-1.6,-30,2,8,-8,-1,-11,7
Cn1c(CC(=O)Nc2ccccc2C(F)(F)F)c(Sc2ccccc2)c2ccccc21,-1,-3,0.3,1,-2,4,-7,5,-2,-3
O=Cc1ccc2noc(-c3ccc(Cl)cc3)c2c1,-1,0,-1.8,0,1,-2,-16,-2,-6,-49

# Other compounds follow:
SMILES,LEDGF integ inh,Tn7 DDE FP,PG9 binder,SIAE primary,PRMT1 FP inh,TCR-CD3 inh,TDP2 inh,UHRF1 binding,mABHD4 FP,HTRA1 inhibitor
COc1cccc(-c2oc3c(c2C(=O)OCCN2CCCCC2)C(O)CCC3)c1 (centres undefined),4,8,0.2,1,-4,6,9,9,7,nt
COc1ccc(-c2nc(N)n(C(=O)c3ccccc3Cl)n2)cc1,0,-3,-0.4,-4,-1,-2,3,2,-1,5
Cc1ccc(CNC(=O)[C@@H](NC(=O)C2CCN(C(=O)[C@@H](N)CC(C)C)CC2)C(C)C)cc1,1,-5,1.7,4,-3,3,0,-1,1,0
COc1ccc(COC(=O)c2cccc(S(=O)(=O)N3CCN(C(C)=O)CC3)c2)cc1,-1,9,-1.3,-1,-1,0,-1,-2,5,-4
